# Bioassay records from PubChem BioAssay.
# yeast mlh1 rad18: NCI yeast anticancer drug screen, S. cerevisiae mlh1 rad18 strain; AID 175; 79,000 tested, 11% active; % growth inhibition at 50 µM;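 note: 0% = growth of vehicle-only cultures of the same strain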
#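 In this whole-cell yeast screen, a strain with altered DNA damage repair is challenged with compound, and its growth is measured against matched vehicle-treated controls.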
# sgs1 mgt1: NCI yeast anticancer drug screen, S. cerevisiae sgs1 mgt1 strain; AID 161; 78,000 tested, 10% active; growth inhibition, % at 50 µM;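 note: 0% = growth of vehicle-only cultures of the same strain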
#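 Compounds are added to genetically altered yeast, and growth is compared with cultures given vehicle alone to give percent inhibition.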
# yeast cln2 rad14: NCI yeast anticancer drug screen, S. cerevisiae cln2 rad14 strain. growth inhibition, % at 50 µM. 78,000 tested, 8.3% active;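 note: 0% = growth of vehicle-only cultures of the same strain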
#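 The screen exposed genetically defined yeast (cln2 rad14) to test compounds and scored growth inhibition relative to vehicle-treated controls.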
# mec2-1: NCI yeast anticancer drug screen, S. cerevisiae mec2-1 strain; % growth inhibition at 50 µM; 79,000 tested, 9% active; AID 157;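 note: 0% = growth of vehicle-only cultures of the same strain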
#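 Each compound was tested on mec2-1 yeast, a strain altered in DNA damage repair or cell cycle control. Growth inhibition is reported relative to vehicle.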
# yeast rad50: NCI yeast anticancer drug screen, S. cerevisiae rad50 strain | growth inhibition, % at 50 µM | 79,000 tested, 10% active;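 note: 0% = growth of vehicle-only cultures of the same strain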
#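 Compounds were tested on a yeast strain with an engineered DNA damage repair alteration; the reported value is growth inhibition normalised to vehicle treatment.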
# bub3: NCI yeast anticancer drug screen, S. cerevisiae bub3 mutant strain | % growth inhibition at 50 µM | 78,000 tested, 9.9% active;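 note: 0% = growth of vehicle-only cultures of the same strain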
#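 Mutant yeast screening strain plus compound; vehicle-treated cultures serve as the 0% inhibition reference.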
# * marks the source's active call; other numbers are inactive results; ! = not confirmed by another sample. Cut-off read from the data, not from the text of the source: active = growth inhibition above about 70%; inactive = the rest.
SMILES,yeast mlh1 rad18,sgs1 mgt1,yeast cln2 rad14,mec2-1,yeast rad50,bub3
CC(=O)OC1CC(NC(=O)C(F)(F)F)C(OC(C)=O)C(C)O1 (centres undefined),-7.7,-28.6,-32.1,-8.8,-26.0,0.6
CC(C(=O)O)(c1ccccc1)C1(O)CCCC1 (centres undefined),5.7,9.9,-25.2,-3.5,-16.6,-3.6
CCN(CC)CCNc1c(OC)cc(C)c2sc3ccccc3c(=O)c12,94.0*,82.8*,33.1,39.5,81.2*,57.0
Cc1cc2ccccc2c[n+]1Cc1ccc2ccccc2n1,69.3,65.4,21.6,29.4,53.6,49.3
CCCC(C)C[C@@H](C)CC(C)/C=C(\C)c1oc(=O)c(C)c(O)c1C (some centres undefined) (tested in a mixture with another compound),26.0,29.1,34.3,24.8,45.5,33.5
Cc1[nH]n(-c2ccccc2)c(=O)c1C=NC(=S)C(N)=S,-20.5,-20.4,-19.1,-22.9,-24.4,-54.4
CC(O)C(NC(=O)OCc1ccccc1)C(=O)NC(CO)C(=O)NN (centres undefined),-8.9,-2.3,-17.0,-1.2,2.1,15.8
CCCCCCCCC(Br)C(=O)OC (centres undefined),5.8,23.6,5.7,11.8,17.4,-1.2
CC1(C)CCCC2=C1C(=O)N(SC(Cl)(Cl)Cl)C2=O,90.1*,90.5*,91.3*,93.1*,90.3*,89.9*
C=C1c2nc3ccccc3n2C=C(c2ccc(C)cc2)N1c1ccc(OC)cc1,-17.9,-7.0,15.5,-6.5,-10.2,-19.0
COc1ccc(C(=O)CCN(C)C)cc1,-4.6,-7.7,-11.3,-5.8,15.6,-7.5
CCCCCCCCCCCCOC(=O)C(C)OC(C)=O (centres undefined),99.0*,99.2*!,96.5*,98.8*,98.9*,99.1*
CN1C(=O)OC2OC(C)(c3ccc(S(=O)(=O)c4ccccc4)cc3)C(=O)CC21 (centres undefined),2.2,-10.5,-27.0,22.7,-7.1,5.7
CC1(C)[C@H](C(=O)O)N2C(=O)[C@@H](NC(=O)C(c3ccccc3)c3ccccc3)[C@H]2S1=O (some centres undefined),4.8,-10.4,3.6,-8.2,-53.5,-3.9
CC1Cn2c(c(-c3ccccc3)c(=O)[nH]c2=S)O1 (centres undefined),1.4,6.3,1.1,-3.5,-3.8,11.4
O=S(c1ccccc1)[C@H]1CC2C3CC4C2C4C31 (some centres undefined),17.9,-1.7,4.5,4.7,2.3,19.9
CCCCCCCCN(CCCCCCCC)CC(O)c1cc(-c2ccccc2)nc2c(-c3ccccc3)cccc12 (centres undefined),48.5,49.2,51.1,32.5,46.8,26.1
O=C(O)CCc1ccc(NC(=O)CCl)cc1,14.7,17.3,8.3,14.6,4.0,5.5
c1ccc(C[n+]2ccc3ccccc3c2)cc1,47.5,46.1,10.7,37.8,6.9,17.9
CCc1nnc(-c2nsc3ccccc23)s1,23.3,6.4,-12.8,-22.9,38.5,15.8
COCCCC(=O)CNC(C)C,-14.4,-8.8,-15.4,-42.1,-5.0,-21.1
CCCNCc1cccc2ccnc(C)c12,28.6,0.5,17.6,9.6,40.9,15.9
COC(=O)C1=NC(=S)N=C(C(=O)OC)C12Cc1ccccc1C2=O,37.4,27.5,17.9,14.5,13.1,28.2
CC(=O)OCCOCN1C(=O)NC(=O)/C(=C/c2cccc(OCc3ccccc3)c2)C1=O,-34.2,-7.4,13.1,-8.3,1.6,-24.8
CCSc1ccccc1C,-1.9,-5.2,-2.6,-14.1,-0.8,11.2

# (list continues)
SMILES,yeast mlh1 rad18,sgs1 mgt1,yeast cln2 rad14,mec2-1,yeast rad50,bub3
Nc1ccc(C2NC=CN2)cc1,-1.6,-0.7,29.8,-7.7,-12.1,-3.1
CC(=O)NCCOc1ccc(N)cc1,-17.4,-1.1,-38.5,1.7,-7.9,-8.3
CC(=O)Oc1c(C)c2c(O)c3c1C1=C(OCOC1=C(C)C3=O)C(C)=CC(C)(O)C(O)C(C)C(O)C1C(=O)OC(C(C)/C=C\C=C(C)C(=O)N2)C(C)C1O (centres undefined),17.9,21.8,-5.0,-18.1,9.6,11.1
Cc1cccc2c1Oc1ccccc1C2N1C(=O)/C(=C/c2cccs2)SC1=S (centres undefined),42.4,88.0*,72.2*,53.8,51.8,26.4
c1ccc2sc(SCSc3nc4ccccc4s3)nc2c1,-30.9,-18.1,-13.7,-31.9,2.6,-1.1
O=C(Cc1ccccc1)NN1C(=O)C(Cl)C1c1ccc(Cl)cc1 (centres undefined),-17.8,-9.9,8.9,-3.3,-20.7,-14.8
O=C(c1ccccc1)[C@H]1Nc2ccc(Cl)cc2[C@H]2c3ccccc3O[C@H]21,2.5,12.4,18.8,-6.7,33.9,-1.4
CC(C)CS(=O)(=O)CC(C)C,-30.8,-26.7,-6.8,-27.6,-9.1,-21.4
Nc1c(Cl)ncnc1NCc1ccc(Cl)c(Cl)c1,7.0,5.2,-13.7,-1.5,10.4,17.1
Oc1ccc2c(ccc3ccccc32)c1,99.2*,99.4*,99.0*,97.3*,97.5*,99.0*
N/N=C(/c1ccc(Cl)cc1)N1CCOCC1,5.3,3.8,-8.6,1.1,15.4,-18.0
CCCC1(C)OCC(C)([N+](=O)[O-])CO1 (centres undefined),10.8,-3.2,-22.4,-11.2,-26.0,-24.0
CCCC[N+]12CC=C3COC(=O)C(C)(O)C(C)(O)C(C)C(=O)OC(CC1)C32 (centres undefined),-8.8,-7.0,3.8,-7.0,-6.5,-3.2
O=C(O)CSC1=NNC2(C(=O)N1)c1ccccc1-c1ccccc12,24.1,18.4,-2.1,-2.0,1.8,-3.9
CC(=O)Nc1ccc(/C=C2/SC(=S)N(/C=C(\c3ccccc3)S(=O)Cc3ccccc3)C2=O)cc1 (centres undefined),10.4,7.0,5.4,8.7,21.8,17.8
Cc1cc2c(=O)n(-c3ccc(F)cc3)c(C)nc2c(C(=O)O)c1C,9.6,-0.6,10.0,-8.8,-11.3,-14.6
COC1OC(COC(=O)c2ccc([N+](=O)[O-])cc2)C2SC12 (centres undefined),2.6,1.8,-27.6,-9.1,9.5,6.7
O=C1NC(c2cccc3c2OCO3)N=C2Oc3ccccc3C=C12 (centres undefined),-10.6,9.4,7.8,1.9,9.9,-4.0
NC(=O)NOCc1ccc([N+](=O)[O-])cc1,5.5,-4.2,-4.7,2.4,4.2,5.6
O=C(Nc1ccc(Cl)cc1Cl)c1cc([N+](=O)[O-])ccc1O,-3.0,9.7,-18.4,-29.0,3.8,-5.2
CC(=O)Oc1cc(C)c(OC(C)=O)c2ccccc12,4.1,4.5,-1.3,17.7,-6.6,10.3
CCc1ncc(CO)n1Cc1cccc2ccccc12,-3.0,-42.5,2.8,-51.4,-24.7,-14.1
CCc1cccc(CC)c1NC1=C(Cl)C(=O)c2ccccc2C1=O,19.1,14.5,-26.9,5.0,-21.1,5.2
S=C([S-])[P+](C1CCCCC1)(C1CCCCC1)C1CCCCC1,-39.2,-28.2,-29.2,-39.1,-30.9,-39.1
CCC12CC(=O)CCC1CCc1ccc(OC)c(OC)c12 (centres undefined),22.2,-2.4,-7.2,15.9,-14.6,18.4

# (listing goes on)
SMILES,yeast mlh1 rad18,sgs1 mgt1,yeast cln2 rad14,mec2-1,yeast rad50,bub3
COC(=O)C(=O)/C=C(/O)c1ccc(OC)cc1,-26.5,43.0,4.2,-28.3,-2.1,9.8
Cn1cnc(=S)c2[nH]cnc21,4.0,-4.5,59.6,-0.5,10.9,-8.5
CC1=Nc2ccccc2S/C1=C(/C)NNS(=O)(=O)c1ccc(C)cc1,18.1,0.2,-6.3,-0.1,10.1,7.8
CNC(=S)NNc1ncnc2c1ncn2-c1ccc(C)cc1,4.2,5.5,29.7,6.3,-30.4,11.4
O=[N+]([O-])c1ccc(C2=Nc3ccccc3S(=O)C(c3ccccc3)C2)cc1 (centres undefined),20.6,19.9,3.5,-27.3,5.3,10.7
CCC(/C=C\C(C)C1CCC2C3CC=C4CC(OC)CCC4(C)C3CCC12C)C(C)C (centres undefined),9.1,-3.4,20.6,5.1,25.2,-3.5
O=C1C(=O)N(C(=O)c2ccc(Cl)c(Cl)c2)c2ccc(Cl)cc21,64.0,35.2,10.8,24.4,13.6,91.6*
CCOC(=O)NC(Nc1ccc(S(=O)(=O)Nc2ccc(OC)nn2)cc1)(C(F)(F)F)C(F)(F)F,11.2,-8.2,-2.6,6.5,2.9,-7.3
CC(=O)[C@H]1CC[C@H]2[C@@H]3CC[C@H]4C[C@@H](N5CCOCC5)CC[C@]4(C)[C@H]3CC[C@]12C,74.8*,83.5*,87.5*,36.5,73.3*,59.5
C=CCC(OC(C)=O)c1cccc(OC)c1OC (centres undefined),-5.3,-9.4,-48.7,7.2,3.7,-3.2
c1ccc2c(c1)Nc1nsnc1N2,2.2,-6.0,13.8,-9.4,3.8,13.2
Fc1ccc(/C=C2\COCC3=C2NC(=S)NC3c2ccc(F)cc2)cc1 (centres undefined),90.7*,91.2*,90.5*,93.0*,88.6*,90.7*
COc1ccc(Cc2n[nH]c(=O)c3c(C)[nH]nc23)cc1,16.1,-6.2,35.9,10.4,-25.1,12.1
COc1cc2c(cc1OC)NC(=O)C2,-4.2,-5.7,-14.8,-14.8,-1.7,-6.2
CCOC(=O)CC(CC(=O)OCC)C(=O)OCC,2.8,-54.8,-108.7,-26.8,-29.3,-17.8
CC(=O)[C@@]1(O)[C@@H](I)C[C@H]2[C@@H]3CC=C4C[C@@H](O)CC[C@]4(C)[C@H]3CC[C@@]21C,4.2,53.5,15.1,7.4,21.8,-7.9
O=C(Nc1ccc(Cl)c(Cl)c1)c1ccc(C(=O)Nc2ccc(Cl)c(Cl)c2)cc1,30.3,25.1,-18.9,19.1,8.3,-4.8
CC1(O)CCC(O)CC1CC[N+](C)(C)[O-] (centres undefined),5.5,8.8,4.8,1.3,7.3,3.3
Brc1ccc(-c2oc3c4ccccc4c4ccccc4c3c2-c2ccc(Br)cc2)cc1,15.2,17.8,-0.9,5.3,32.5,2.9
O=[N+]([O-])c1ccc(F)cc1F,-8.6,-0.5,-23.9,-11.7,-12.2,-14.0
OCC1CC1c1ccccc1 (centres undefined),5.5,-6.4,10.5,-0.7,-4.8,10.7
Cc1ccc(S(=O)(=O)N2CCC(C(=O)O)(c3ccccc3)CC2)cc1,-9.4,-35.4,-88.5,-0.9,-14.9,-56.2
CC(C)[Si]1(C(C)C)OCC2OC(n3c(C(=O)c4ccccc4)cc(=O)[nH]c3=O)CC2O[Si](C(C)C)(C(C)C)O1 (centres undefined),6.3,17.5,24.4,5.7,-2.2,17.9
CCCCCCCCCCCCCCCCOc1cccc(/C(=N/NS(C)(=O)=O)N2CCCCC2)c1,-5.5,-8.3,1.8,-30.6,-16.1,-16.8
C=C(Cl)C(=C)CCC(Cl)C(C)(C)Cl (centres undefined),-8.4,-13.7,2.5,9.4,12.6,-16.8
N#Cc1ccc[n+]([O-])c1,-4.6,0.1,-0.7,-6.1,-8.8,7.7
CC(C)c1ccc(/C=N\N(C)C)cc1,-1.8,-13.8,-5.6,2.0,2.3,-2.9
CC1C(C#N)(C#N)C(C#N)=C(N)C1(Cl)[N+](=O)[O-] (centres undefined),48.0,76.0*,65.8,77.4*,77.5*,73.8*
Nc1ccc(O)c(-c2ccccc2)c1,3.8,7.6,11.9,-1.1,27.3,-3.1
S=C(c1ccccc1)c1cccc2ccccc12,36.9,58.0,2.8,15.1,57.0,-3.5
